GLP1R inv ag: qHTS of GLP-1 Receptor Inverse Agonists (Inhibition Mode). HEK293 GLP-1R CRE-luciferase, luminescence, 24 h; GLP-1R form is constitutively active. Glucagon-like peptide 1 receptor (Homo sapiens), P43220. hit rate 1.6% among 410,000. AID 624417, 2012. Potency, µM (titrated, usually from 38.3 µM), for the others: top-dose activity change, negative = inhibition, actives largely listed as inhibitors; note: potency is the fitted concentration of half-maximal effect; % is set by controls: 0 for no effect and ±100 for the full control effect; nearly all actives have a fitted effect of over 55% in size
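Readout was luciferase luminescence, measured 12 min after detection reagent at room temperature. Beforehand, GLP-1R reporter HEK293 cells had sat 12 h, then received compounds for 24 hr at 37 deg C.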
GLP1R cytotox: qHTS of GLP-1 Receptor Inverse Agonists: Cytotox Screen; HEK293 cAMP-luciferase reporter cells, luminescence, 24 h; Potency, µM (titrated, usually from 38.3 µM), for the others: top-dose activity change, negative = inhibition, most hits filed as inhibitors; hit rate 0.13% among 410,000; AID 624418, 2012;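 note: loss of luciferase light is scored as toxicity; potency is the fitted concentration of half-maximal effect; % is set by controls: 0 for no effect and ±100 for the full control effect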
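Step one: seed cells (200 cells/uL, DMEM with 10% Nu serum, 1% pen-strep). Step two: 12-hour incubation at 37 deg C. Step three: pin 23 nL compound, incubate 24 hr. Step four: add luciferase reagent, read luminescence 12 min later.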
WRN helicase inh: qHTS for Inhibitors of WRN Helicase | Bifunctional 3'-5' exonuclease/ATP-dependent helicase WRN (Homo sapiens), Q14191 | WRN helicase unwinding, fluorescent forked duplex, kinetic | Potency, µM (titrated, usually from 114 µM), for the others: at the top dose activity change, negative = inhibition, most hits filed as inhibitors | hit rate 0.46% among 360,000 | AID 651768, 2012; note: potency is the fitted concentration of half-maximal effect; % is set by controls: 0 for no effect and ±100 for the full control effect; nearly all actives have a fitted effect of over 55% in size
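Enzyme (20 nM final) and test compound sit together 15 min at room temperature before substrate addition. Substrate is a single-forked duplex oligonucleotide (100 nM) labelled with fluorophore and quencher, with 2 mM ATP; helicase unwinding raises red fluorescence, read kinetically.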
DRD3 antagonist: qHTS of D3 Dopamine Receptor Antagonist: qHTS. D(3) dopamine receptor (Homo sapiens), P35462. D3R cells, DiscoveRx beta-arrestin luminescence, antagonist mode; active compounds read low. max response, negative = inhibition, %. hit rate 2.5% among 360,000; in the data active = max response below about -50%; inconclusive = no clear call, values can overlap the other calls; note: % is set by controls: 0 for no effect and ±100 for the full control effect; mostly tested at two doses, the higher about 12 µM
Target sequence (P35462 whole entry, looked up): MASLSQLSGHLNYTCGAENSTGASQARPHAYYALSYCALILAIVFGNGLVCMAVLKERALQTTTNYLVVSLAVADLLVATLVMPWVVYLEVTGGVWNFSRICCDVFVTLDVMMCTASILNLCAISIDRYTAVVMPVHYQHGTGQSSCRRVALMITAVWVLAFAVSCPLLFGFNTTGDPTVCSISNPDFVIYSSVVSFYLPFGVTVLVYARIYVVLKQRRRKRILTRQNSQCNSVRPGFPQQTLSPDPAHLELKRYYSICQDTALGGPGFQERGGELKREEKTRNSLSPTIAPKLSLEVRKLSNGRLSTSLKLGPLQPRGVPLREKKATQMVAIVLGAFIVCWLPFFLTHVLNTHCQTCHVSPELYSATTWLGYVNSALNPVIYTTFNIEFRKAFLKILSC
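Cells expressing the human receptor were seeded at 1500 cells/well, incubated overnight at 37 degrees C in 5% CO2, then exposed to library compounds with dopamine controls for 90 minutes at 37 degrees C before luminescent detection.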
PLK1 PBD block: qHTS for Inhibitors of PLK1-PDB (polo-like kinase 1 - polo-box domain): Primary Screen. Serine/threonine-protein kinase PLK1 (Homo sapiens), P53350. Plk1 PBD binding of FITC phosphopeptide, fluorescence polarization. Potency, µM, for the others: max response, negative = inhibition, usual class: inhibitors. hit rate 2.8% among 360,000; note: potency is the fitted concentration of half-maximal effect; series mostly up to about 57 µM; % is set by controls: 0 for no effect and ±100 for the full control effect; nearly all actives have a fitted effect of over 65% in size
DRD3 agonist: qHTS of D3 Dopamine Receptor Agonist: qHTS; D(3) dopamine receptor (Homo sapiens), P35462; D3R DiscoveRx beta-arrestin cells, luminescence, 90 min; max activation, %; hit rate 0.58% among 410,000; in the data active = max activation above about 30%; note: 0% is about no effect; mostly tested at two doses, the higher about 12 µM
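Agonist-mode cell screen: cells plated at 1500/well and incubated overnight at 37 °C, then exposed to library compounds for 90 min at 37 °C. Detection reagent was added for 30–60 min at room temperature, and luminescence was read.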
PI5P4Ka inh: qHTS for Inhibitors of phosphatidylinositol 5-phosphate 4-kinase (PI5P4K); Phosphatidylinositol 5-phosphate 4-kinase type-2 alpha (Homo sapiens), P48426; PI5P4Kalpha enzyme, ADP-Glo luminescence, 60 min; active compounds read low; max response, %; hit rate 1.2% among 330,000; AID 652105, 2013; active = max response of -50% or lower; inconclusive = between -30% and -50%; inactive = -30% or higher; note: value at the top dose of about 77 µM; % is set by controls: 0 for no effect and ±100 for the full control effect
Target sequence (P48426 whole entry, looked up): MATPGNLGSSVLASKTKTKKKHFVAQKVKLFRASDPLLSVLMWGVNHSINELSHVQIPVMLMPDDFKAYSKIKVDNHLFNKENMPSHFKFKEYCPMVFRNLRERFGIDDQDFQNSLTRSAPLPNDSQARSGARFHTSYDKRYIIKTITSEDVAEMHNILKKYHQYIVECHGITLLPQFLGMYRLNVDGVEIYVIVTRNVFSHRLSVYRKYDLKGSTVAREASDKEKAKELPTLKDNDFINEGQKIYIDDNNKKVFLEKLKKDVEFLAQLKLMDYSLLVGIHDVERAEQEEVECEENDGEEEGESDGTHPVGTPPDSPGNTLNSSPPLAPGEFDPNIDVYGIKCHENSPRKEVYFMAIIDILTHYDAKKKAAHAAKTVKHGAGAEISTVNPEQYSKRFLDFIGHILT
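qHTS, 1536-well: enzyme/substrate mix, compound by pin tool, 5 microM ATP final; RT 60 min; ADP-Glo reagents 1 (45 min) then 2 (30 min); luminescence.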
IL2 activator: qHTS of IL-2 Activators; IL-2 activation reporter assay, cell-based qHTS; stimulated with anti-CD3/CD4/CD28 beads; in transgenic mouse T cells; hit rate 0.065% among 360,000; AID 652025, 2013; activation, % (series mostly up to about 46 µM); in the data active = activation above about 50%; inconclusive = mostly about 30% to 49%; note: 0% is about no effect
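Readout: EGFP and DsRed signals by fluorescent plate cytometry. Unstimulated transgenic mouse T cells received compound 60 min before antibody-bead stimulation, then incubated 18 h at 37 degrees C.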
GLP-1R agonist: qHTS of GLP-1 Receptor Agonists. Glucagon-like peptide 1 receptor (Homo sapiens), P43220. HEK293 GLP-1R CRE-luciferase, luminescence, 4-6 h; cells express a hypersensitive GLP-1R form. hit rate 0.007% among 380,000. Potency, µM (titrated, usually from 45.6 µM), inactives show at the top dose activation, actives largely listed as activators; note: potency is the fitted concentration of half-maximal effect; % of control where 0% means no effect
* = called active by the depositor; ? = inconclusive; . = no result given; & = joins results of further samples; [ ] = another dose, or the depositor's remark. Unless noted, calls come from the whole dose curve; as a rule, active = well fitted curve in the direction sought with a large enough effect; inconclusive = small, poorly fitted or top-dose-only effect, or another doubt; inactive = no such curve, though single readings can be large; an effect the other way counts as inactive or inconclusive. Rows were taken by chance. About 7.8% of those tested had a hit in this group.

SMILES	GLP1R inv ag	GLP1R cytotox	WRN helicase inh	DRD3 antagonist	PLK1 PBD block	DRD3 agonist	PI5P4Ka inh	IL2 activator	GLP-1R agonist
O=C(Nc1ccc(-c2csc(Nc3cccc(C(F)(F)F)c3)n2)cc1)c1cccc(C(F)(F)F)c1	?	-25%	8%	0	4%	27	-7	-0.6	-7%
O=C(NNC(=O)c1ccc(Br)cc1)c1ccncc1	12%	1%	8%	-2	3%	1	3	-0.5	-3%
COc1ccccc1CNC(=O)c1c(N)n(CCCN2CCOCC2)c2nc3ccccc3nc12	0%	59%[activator]	-13%	35	0%	12	.	1.1	5%
O=C(NCC1CCCO1)c1ccc(COc2ccccc2Br)cc1 (stereo not drawn)	?	22%	-5%	-26	-5%	-10	0	-2.9	14%
COC(=O)N/N=C/c1cc(N=Nc2ccccc2)ccc1O	-5%	-33%	-3%	-63*	4%	-27	4	-2.4	-1%
OCCN1CCN(Cc2cc(Cl)c3cccnc3c2O)CC1	?	?	-6%	?	-8%	-29	.	-2.7	-8%
CCN(C(=O)c1cnc2scc(C)n2c1=O)c1ccccc1C	-1%	2%	-11%	5	-5%	0	0	-2.9	0%
COc1ccc(CNC(N)=O)cc1	1%	1%	1%	11	-2%	1	9	0.2	-2%
CCn1c(SCC(=O)OC2CCCCC2)nc2ccccc2c1=O	?	17%	-4%	16	-2%	-6	24	-0.4	1%
O=C(O)C1CCN(C(=O)CCN2C(=O)S/C(=C\c3ccccc3)C2=O)CC1	6%	-5%	-5%	7	-2%	-3	-5	-2.6	-6%
Nc1nc2ccccc2n1C(=O)CCc1ccccc1	-3%	-24%	2%	-9	-9%	0	1	-2.2	-3%
Cc1ccc(Cc2c(-c3ccc(Br)cc3)nc3ccc(Br)cn23)cc1	?	-20%	-2%	19	3%	4	2	0.1	-2%

Seven structures from above, sorted by count of non-hydrogen atoms, ascending.
SMILES	GLP1R inv ag	GLP1R cytotox	WRN helicase inh	DRD3 antagonist	PLK1 PBD block	DRD3 agonist	PI5P4Ka inh	IL2 activator	GLP-1R agonist
COc1ccc(CNC(N)=O)cc1	1%	1%	1%	11	-2%	1	9	0.2	-2%
Nc1nc2ccccc2n1C(=O)CCc1ccccc1	-3%	-24%	2%	-9	-9%	0	1	-2.2	-3%
OCCN1CCN(Cc2cc(Cl)c3cccnc3c2O)CC1	?	?	-6%	?	-8%	-29	.	-2.7	-8%
CCN(C(=O)c1cnc2scc(C)n2c1=O)c1ccccc1C	-1%	2%	-11%	5	-5%	0	0	-2.9	0%
O=C(NCC1CCCO1)c1ccc(COc2ccccc2Br)cc1 (stereo not drawn)	?	22%	-5%	-26	-5%	-10	0	-2.9	14%
Cc1ccc(Cc2c(-c3ccc(Br)cc3)nc3ccc(Br)cn23)cc1	?	-20%	-2%	19	3%	4	2	0.1	-2%
COc1ccccc1CNC(=O)c1c(N)n(CCCN2CCOCC2)c2nc3ccccc3nc12	0%	59%[activator]	-13%	35	0%	12	.	1.1	5%

Next section.
SMILES	GLP1R inv ag	GLP1R cytotox	WRN helicase inh	DRD3 antagonist	PLK1 PBD block	DRD3 agonist	PI5P4Ka inh	IL2 activator	GLP-1R agonist
Cc1nc(Cc2nnc(SCC(=O)N3c4ccccc4NC(=O)C3(C)C)o2)cs1	1%	4%	-10%	-22	-17%	-9	?	-2.2	-3%
Cc1oc2ccc(OCc3c(F)cccc3Cl)cc2c1C(=O)O	-9%	-4%	-5%	-17	1%	-4	-55*	-0.7	-1%
CC(C)CCN(Cc1ccco1)C(=O)c1cc2c(s1)-c1ccccc1OC2	?	2%	.	.	.	5	.	.	-2%
COc1ccccc1-c1cc(NC(C)=O)c2ncc(-c3ccc(S(C)(=O)=O)cc3)n2c1	26%	0%	-6%[57.1 µM]	17	-10%	5	0	-0.4	?
CCN(CC(=O)Nc1ccccc1C(F)(F)F)CC(=O)NC1CC1	-15%	-25%	5%	2	3%	2	-2	-2.5	-19%
Cc1occc1C(=O)Nc1cccc(/C=C/C(=O)O)c1	6%	-5%	?	-7	-15%	-1	-3	2.1	1%
CC(C)C[C@H](NC(=O)OC(C)(C)C)C(=O)N[C@@H](CO)[C@H](O)[C@@H]1C[C@@H]1C(=O)NC1CCCCC1	22%	11%	-6%	-21	5%	-3	-1	-0.1	-6%
CN1/C(=C/C2CC(=O)N(c3ccc([N+](=O)[O-])cc3)C2=O)C(C)(C)c2ccccc21 (stereo not drawn)	-11%	-1%	-4%	-14	-9%	-18	.	0.2	-11%
O=C(NCc1cccc(Br)c1)c1cc(-c2ccccc2)nn1CC1CC(c2cccnc2)=NO1 (stereo not drawn)	-12%	1%	-6%	-16	-16%	1	8	0.8	3%
Cc1ccnc(NS(=O)(=O)c2ccc(NC(=O)C3COc4ccccc4O3)cc2)n1 (stereo not drawn)	34%[activator]	4%	10%	-8	7.5µM*	-3	-29	-0.7	7%
Nn1c(Nc2ccc(Cl)cc2)nncc1=O	27%	2%	2%	7	3%	4	1	-1.8	6%
Cc1cc(C=O)c(C)n1-c1cccc(C(=O)O)c1	16%	4%	-15%[11.6 µM]	-19	-24%	-6	-5	0.1	1%

Among those listed so far, these contain fluorine:
SMILES	GLP1R inv ag	GLP1R cytotox	WRN helicase inh	DRD3 antagonist	PLK1 PBD block	DRD3 agonist	PI5P4Ka inh	IL2 activator	GLP-1R agonist
O=C(Nc1ccc(-c2csc(Nc3cccc(C(F)(F)F)c3)n2)cc1)c1cccc(C(F)(F)F)c1	?	-25%	8%	0	4%	27	-7	-0.6	-7%
Cc1oc2ccc(OCc3c(F)cccc3Cl)cc2c1C(=O)O	-9%	-4%	-5%	-17	1%	-4	-55*	-0.7	-1%
CCN(CC(=O)Nc1ccccc1C(F)(F)F)CC(=O)NC1CC1	-15%	-25%	5%	2	3%	2	-2	-2.5	-19%

(continued)
SMILES	GLP1R inv ag	GLP1R cytotox	WRN helicase inh	DRD3 antagonist	PLK1 PBD block	DRD3 agonist	PI5P4Ka inh	IL2 activator	GLP-1R agonist
COc1cc(/C=N/NC(=O)c2cccc(C(=O)N/N=C/c3ccc(O)c(OC)c3)n2)ccc1O	17%	2%	?	?	2%	-22	10	-1.7	-3%
CN1CCN(S(=O)(=O)c2ccc(NC(=O)c3ccccc3F)cc2)CC1	25%	-22%	-3%	0	-4%	6	-1	-0.5	9%
COc1cc(C(C)=O)ccc1COc1ccc(C(=O)OC(C)C(=O)NC(N)=O)cc1OC (stereo not drawn)	37%	-8%	-22%[57.1 µM]	5	0%	-1	3	-1.5	19%
Cc1cccc(CCN2C(N(C)C)=NC[C@@H]2Cc2ccccc2)c1	-4%	-3%	-25%	?	-17%	-13	3	-3.1	-3%
COc1ccccc1N1CCN(CC(=O)Nc2nccs2)CC1	11%	-3%	10%	-16	-1%	-21	1	-2.7	-1%
CCOC(=O)C1CCCN(C(=O)c2oc3ccccc3c2C)CC1 (stereo not drawn)	13%	3%	-4%	13	-3%	-3	1	0.3	13%
O=C(CN1C(=O)NC2(CCCC2)C1=O)N1CCN(S(=O)(=O)c2cc(Cl)ccc2Cl)CC1	?	4%	11%	-18	-9%	0	2	0.1	-7%
Cc1nc(C(=O)NC2CCOCC2)sc1C1(C)CC(c2cccc([N+](=O)[O-])c2)=NO1 (stereo not drawn)	11%	-17%	-6%	0	2%	8	-2	-0.1	-2%
Cc1ccc(N2C(=O)CSC2c2cccnc2)cc1F (stereo not drawn)	0%	-7%	6%	-9	-14%	15	.	0.6	-15%
O=C(c1cccc(N2C(=O)C3C4C=CC(C4)C3C2=O)c1)N1CCCCCC1 (stereo not drawn)	15%	-3%	-3%	-1	-5%	8	1	0.1	0%
C/C=N/NC(=O)c1cc(Br)ccc1O	7%	-1%	-15%	-10	8%	-11	3	-1.6	-2%
O=C(Cc1cccc2ccccc12)Nc1ccc2oc(-c3ccccc3)nc2c1	17%	-30%	-6%	-4	-5%	1	-2	8.2	-8%
CC1(C(=O)Nc2ccc3c(c2)OCO3)CCN1C(=O)Cc1cccs1 (stereo not drawn)	15%	1%	-2%	-102*	-10%	-28	-15	0.7	2%
Cc1ccc(NC(=O)CSc2ncc(S(=O)(=O)c3ccccc3)c(=O)[nH]2)cc1C	6%	-3%	-14%	9	-18%	7	-17	-2.4	6%
S=C(NCc1ccco1)Nc1ccc2c(c1)OCCO2	18%	10%	-2%	10	?	1	-12	0.9	12%
COc1ccc(CCNC(=O)Cn2nnc(-c3ccc(OC)c(OC)c3)n2)cc1OC	39%[activator]	8%	6%	-4	-2%	-1	-6	0.3	10%
COc1ccc(NC(=O)CC2Nc3cccc4cccc(c34)NC2=O)cc1 (stereo not drawn)	?	-2%&-10%	-4%	-3	-10%	-3&2	-23	-2.5	-5%
Cc1ccc(N(CC(=O)NCc2ccc(F)cc2)C(=O)CCC(=O)Nc2ccccn2)cc1C	?	-9%	2%	-10	?	-13	-7	-1.6	2%
CCOC(=O)c1cc(-c2ccccc2)n(Cc2cc(CC)no2)n1	12%	0%	8%	43	-14%	-4	0	-0.4	7%
CN(C)c1ccc(Nc2nc(N)c3ccccc3n2)cc1	2µM*	-12%	-7%[57.1 µM]	-25	-7%	-1	?	-3.7	-4%
COc1ccc(N2CC(C(=O)N3CCCC(C)C3)CC2=O)cc1 (stereo not drawn)	2%	-9%	-5%	10	1%	-1	-3	-3.0	-3%
COc1ccc(NS(=O)(=O)c2cccc(C(=O)N3CCN(Cc4cc(OC)ccc4OC)CC3)c2)cc1	-6%	-10%	4%	-10	-10%	0	-4	-0.8	-1%

Screening data as filed in PubChem BioAssay.
